Integrin act MD: integrin-mediated muscular dystrophy alleviation activation | alpha7betagal myoblasts, beta-gal FDG fluorescence, 48 h | Potency, µM (top dose mostly 38.3 µM), for inactives: at the highest dose activation, usual class: activators | hit rate 0.064% among 350,000;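 further: potency means the concentration at half of the fitted maximal effect; 100% = response of the positive control SU9516; nearly all actives have a fitted effect of over 60% in size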
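Alpha7betagal+/- myoblasts (passage 13) were plated 16-24 hr, then exposed to compounds (1:260 dilution of DMSO stock) for 48 hours at 37C. After MPER lysis, β-galactosidase reporter activity was read as FDG fluorescence (ex 480/em 540) after 30 minutes.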
Mito fusion yeast: mitochondrial division inhibition or fusion activation | hit rate 0.23% among 320,000 | AID 485298 | S. cerevisiae fusion-defective mutant growth rescue, CellTiterGlo 48 h | Potency, µM (doses to about 46.1 µM), for inactives: at the highest dose growth rescue (activation), usual class: activators;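 further: potency means the concentration at half of the fitted maximal effect; % of control where 0% means no effect; nearly all actives have a fitted effect of over 45% in size; temperature-sensitive fusion mutants such as fzo1-1 at 37 °C on non-fermentable ethanol glycerol medium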
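Luminescent cell viability in 1536-well qHTS format served as the measure of rescued growth in ts fusion-mutant S. cerevisiae cultured on non-fermentable YPEG for 48 hours at 37C.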
TSHR antagonist: antagonists of human thyroid stimulating hormone receptor. TSHR-expressing cells, TSH-stimulated cAMP HTRF, 2 h; active compounds read low. activity change, negative = inhibition, % at 11.5 µM. hit rate 0.2% among 330,000. AID 504810;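 active means activity change below a set negative limit, meaning inhibition stronger than a set level, cut at about -70% in these data; inconclusive means activity change between two set negative limits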; further: on the % scale 0 is the no-effect control and ±100 the full control effect
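TSHR-expressing cells, 200/well, pre-treated with compound, then stimulated with EC80 TSH (4nM final) for 2 hours at 37 deg C. cAMP measured by competitive HTRF: anti-cAMP cryptate antibody in lysis buffer plus cAMP-d2, read after 30 minutes at room temperature.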
S-ASM inh: blocks human secretory acid sphingomyelinase | Potency, µM (top dose mostly 57.5 µM), without a hit: at the highest dose activity change, negative = inhibition, most hits filed as inhibitors | placental ASM, HMU-PC fluorogenic substrate, 60 min | AID 504937 | hit rate 0.006% among 340,000; further: potency means the concentration at half of the fitted maximal effect
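Steps: dispense placental human ASM, pin compound, wait 10 min at room temperature, add HMU-PC0 substrate at 9 uM final, incubate 60 min at 37 °C, add stop solution raising pH to 10, read fluorescence.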
ELG1 DNA repair: ELG1-dependent DNA repair inhibition; HEK293T ELG1-luciferase reporter, luminescence, 16 h; DNA damage induced by 5-fluorouridine; Potency, µM (series often up to 46.1 µM), inactives show top-dose activity change, negative = inhibition, hits mostly inhibitors; hit rate 2.3% among 330,000; AID 504467; further: potency means the concentration at half of the fitted maximal effect; on the % scale 0 is the no-effect control and ±100 the full control effect; nearly all actives have a fitted effect of over 55% in size
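DMSO vehicle served as the neutral condition. Each well held 2,000 cells given 5-fluorouridine plus compound; after 16 hr at 37 °C/5% CO2, ONE-Glo was added and luciferase measured 30 min later.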
Tb PFK block: T. brucei PFK enzyme inhibition. Potency, µM (highest dose often 57.5 µM), without a hit: top-dose activity, negative = inhibition, actives largely listed as inhibitors. T. brucei PFK, ADP-Glo luminescence. AID 485367. hit rate 0.17% among 330,000. O15648;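 further: potency means the concentration at half of the fitted maximal effect; 0% = uninhibited 1x PFK enzyme wells and -100% = no-enzyme wells; nearly all actives have a fitted effect of over 60% in size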
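In TEA buffer at pH 8.0 with 5 mM MgCl2, enzyme (1.25 nM) converted F6P (0.5 mM) and ATP (0.1 mM) for 45 min at room temperature. ADP product was read by luciferase luminescence.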
Chronic BCR inh: blocks chronic active B-cell receptor signaling; ABC-DLBCL IkBa-CBG/CBR reporter, luminescence ratio, 4 h; Potency, µM (top dose mostly 46.1 µM), for the others: top-dose ratio change, negative = lower green/red ratio, usual class: inhibitors; hit rate 0.05% among 340,000; AID 493014; active means well fitted inhibition curve with a large enough effect in the signal ratio, with a control signal flat, not every such curve was filed as active; inconclusive means small, poorly fitted or top-dose-only effect, or effect the other way, or a change in a side signal; the % refers to the signal ratio;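 further: potency means the concentration at half of the fitted maximal effect; plate controls were basal doxycycline-induced cells for no effect and cells given 10 µM MG132 for full effect; MG132 reads +100%, hits lower the ratio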
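Compounds up to 46 uM were incubated four hours with TMD8 cells whose green CBG68 luciferase is fused to IkappaBalpha; red CBR luminescence normalised the signal, and concentration-effect curves were fitted to fusion, red and ratio data.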
Eya2 inh: inhibitors of human Eya2 phosphatase activity; O00167; recombinant Eya2, OMFP fluorescence dephosphorylation (OMFP is methylfluorescein phosphate); Potency, µM (highest dose often 76.9 µM), inactives show top-dose activity, negative = inhibition, most hits filed as inhibitors; hit rate 0.006% among 330,000; further: potency means the concentration at half of the fitted maximal effect; on the % scale 0 is the no-effect control and ±100 the full control effect
Target sequence (O00167 whole entry, looked up): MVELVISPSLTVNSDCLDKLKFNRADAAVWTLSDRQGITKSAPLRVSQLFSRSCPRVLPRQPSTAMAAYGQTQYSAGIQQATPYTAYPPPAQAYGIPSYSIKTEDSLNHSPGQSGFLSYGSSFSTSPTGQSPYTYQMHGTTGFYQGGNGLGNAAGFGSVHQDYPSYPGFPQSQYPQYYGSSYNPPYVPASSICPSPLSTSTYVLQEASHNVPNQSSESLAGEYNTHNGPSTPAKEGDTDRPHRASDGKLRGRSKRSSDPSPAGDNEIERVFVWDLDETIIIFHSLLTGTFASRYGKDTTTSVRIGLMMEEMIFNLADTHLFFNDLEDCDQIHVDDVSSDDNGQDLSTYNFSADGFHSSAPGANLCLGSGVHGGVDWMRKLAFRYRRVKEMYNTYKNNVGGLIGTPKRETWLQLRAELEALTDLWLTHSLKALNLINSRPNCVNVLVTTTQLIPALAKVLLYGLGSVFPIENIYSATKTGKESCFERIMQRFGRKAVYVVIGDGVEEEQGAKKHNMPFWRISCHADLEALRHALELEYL
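Eya2 protein (added as 0.2 uM solution) was preincubated with compound for 10 min at ambient temperature in 50 mM HEPES pH 7.5, 50 mM NaCl, 5 uM MgCl2, 0.05% BSA, 1 mM DTT. OMFP (added at 50 uM) then reacted 10 min; fluorescence read at 485/525 nm.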
A-T KAP1 phos: potential ataxia-telangiectasia treatment; […] A-T fibroblasts, KAP-1 phosphorylation AlphaLISA; neocarzinostatin DNA damage 30 min before lysis; Potency, µM (series often up to 57.5 µM), without a hit: top-dose activation, actives largely listed as activators; hit rate 0.19% among 320,000; AID 485349; further: potency means the concentration at half of the fitted maximal effect; % of control where 0% means no effect; nearly all actives have a fitted effect of over 45% in size
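hTERT-immortalized A-T patient fibroblasts ([…]), 500 cells/well in OPTI-MEM, 1% FBS, got compounds for 60 min, then NCS for 30 min at 37C. Lysates were then assayed for phospho-KAP-1 by AlphaLISA (anti-pKAP1 donor, anti-KAP1 acceptor beads), 6 hr at 25C.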
PTAP TSG101 blk: blocks PTAP/TSG101 interaction to inhibit HIV-1 budding; 340,000 tested, under 10 active; Potency, µM (titrated, usually from 115 µM), without a hit: at the top dose activity change, negative = inhibition, most hits filed as inhibitors; Fluorescence polarization, FITC-PTAP peptide / Tsg101 binding; Q99816; active means well fitted inhibition curve with a large enough effect in the main read-out, with a control signal flat, not every such curve was filed as active; inconclusive means small, poorly fitted or top-dose-only effect, or effect the other way, or a change in a side signal; inactive means no such curve, though single readings can be large or run the other way; further: potency means the concentration at half of the fitted maximal effect; % of control where 0% means no effect
Target sequence (Q99816 whole entry, looked up): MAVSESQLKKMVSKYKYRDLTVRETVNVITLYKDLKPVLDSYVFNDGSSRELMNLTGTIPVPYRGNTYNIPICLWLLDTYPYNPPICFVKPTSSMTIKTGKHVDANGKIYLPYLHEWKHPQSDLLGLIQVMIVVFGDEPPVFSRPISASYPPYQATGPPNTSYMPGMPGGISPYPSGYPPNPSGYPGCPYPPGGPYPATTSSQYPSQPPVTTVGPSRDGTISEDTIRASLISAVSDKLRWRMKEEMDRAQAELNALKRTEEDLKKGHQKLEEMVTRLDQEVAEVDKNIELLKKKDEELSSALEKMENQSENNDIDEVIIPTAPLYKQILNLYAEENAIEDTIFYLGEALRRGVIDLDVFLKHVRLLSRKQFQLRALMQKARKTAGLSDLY
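Fluorescence anisotropy tracks displacement of a FITC-tagged PTAP peptide (50 nM) from the Tsg101 binding domain (10 uM), following a 20 min room-temperature incubation at pH 7.5.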
TCR activator: activators of T cell receptors; primary human leukocytes, anti-CD3, IL-2 HTRF, 48 h; Potency, µM (top dose mostly 9.22 µM), for inactives: at the highest dose activation of IL-2 secretion, usual class: activators; 330,000 tested, under 10 active; AID 504894; further: % of control where 0% means no effect
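Primary human leukocytes incubated 48 hr with anti-CD3 beads plus compound, without co-stimulation. Secreted IL-2 measured by HTRF (europium cryptate/d2 anti-IL-2 pair, 320 nm excitation, 665 nm emission).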
Starred values were filed as active, the others as inactive; ? = inconclusive; / = no result given; [ ] = remark or other dose. Unless noted, the call rests on the fitted dose curve; in most records, active means well fitted curve in the direction sought with a large enough effect; inconclusive means small, poorly fitted or top-dose-only effect, or another doubt; inactive means no such curve, though single readings can be large; an effect the other way counts as inactive or inconclusive.

Molecule,Integrin act MD,Mito fusion yeast,TSHR antagonist,S-ASM inh,ELG1 DNA repair,Tb PFK block,Chronic BCR inh,Eya2 inh,A-T KAP1 phos,PTAP TSG101 blk,TCR activator
CCOc1ccc(C(=O)NC(=S)N2CCN(c3ccc(C(F)(F)F)cc3[N+](=O)[O-])CC2)cc1,0%,3%,0,-6%,12%,6%,8%,10%,5%,0%,-9%[46.1 µM]
Cc1ccc(C)c(-n2c(CNC(=O)c3ccco3)nnc2SCC(=O)N2CCc3ccccc32)c1,2%,-1%,24,1%,-11%,4%,4%,-10%,-13%,-3%,-1%
C/C(=N\O)C1(C)N(O)C(C)(C)C(c2ccc(F)cc2)=[N+]1[O-] (configuration not stated),25%,3%,10,6%,-2%,-6%,-8%,-23%,/,-4%,-5%
CSc1ncc(CN2CCN(CC=C(C)C)C(CCO)C2)cn1 (configuration not stated),11%,8%,2,1%,4%,0%,-8%,13%,3%,-4%,/
CCc1cccc2c(C(=O)CN3C(=O)NC4(CCc5ccccc54)C3=O)c[nH]c12 (configuration not stated),-50%[inhibitor],-6%,25,-5%,8%,14%,?,7%,16%,1%,2%
COc1ccc(Cc2nc3ccc(C(=O)NCc4cc(C)no4)cc3o2)cc1OC,22%,-14%,-1,1%,20%,-5%,-3%,-2%,1%,-1%,-2%
COc1ccc(Cl)cc1NC(=O)C12CCC(C)(C(=O)O1)C2(C)C (configuration not stated),9%[7.66 µM],6%,4,2%,8%,0%,-5%,-5%,-7%,-3%,/
O=C(NN/C(=N/S(=O)(=O)c1ccc(Cl)cc1)c1ccccc1)c1ccc(O)cc1,43%,13%,-3,3%,?,4%,?,-5%,-6%,-1%,-6%[46.1 µM]
COC(=O)[C@]1(C)N[C@H](CN(C)S(=O)(=O)c2ccc(C(C)(C)C)cc2)[C@@H]2C(=O)N(C)C(=O)[C@@H]21,-1%,/,-11,0%,-1%,0%,?,-30%,18%,-6%,3%
CN(CC(=O)OCC(=O)NCC(F)(F)F)S(=O)(=O)c1ccc(Cl)cc1,2%,6%,-8,-4%,10%,5%,-2%,-2%,-1%,-3%,-6%
CC(=O)Nc1ccc(S(=O)(=O)NC(CSc2ccc(C(=O)O)cc2[N+](=O)[O-])C(=O)O)cc1 (configuration not stated),-18%,1%,-5,1%,-3%,?,16%,-8%,-2%,3%,14%
CCCCn1c(CN2CCOCC2)nc2c1c(=O)n(C)c(=O)n2C,4%,9%,16,1%,7%,-7%,?,3%,14%,-1%,0%
C/C(=N\NC(=O)c1ccn[nH]1)c1cn(C)nc1C,0%,-2%,-1,0%,?,0%,?,1%,-10%,-8%,-2%[46.1 µM]
COC(=O)C1=C(O)/C(=C\c2ccc(O)c(OC)c2)N=C1C,-14%[7.66 µM],-1%,-13,-5%,6%,-4%,-5%,10%,0%,2%,/
COc1ccc(Cl)cc1NC(=O)CN(c1ccccc1)S(=O)(=O)N(C)C,2%,-20%,/,-3%,/,/,/,/,/,0%,-9%
COc1ccc(N(CC(=O)Nc2cc(OC)c(OC)cc2C(=O)O)S(=O)(=O)c2c(C)noc2C)cc1,-28%,-2%,-17,4%,-8%,0%,0%,9%,32%,-8%,4%
CCOC(=O)C1=C(COC(=O)COc2ccc(C#N)cc2)NC(=O)NC1C (configuration not stated),19%,1%,-4,1%,9%,-1%,0%,-7%,14%,-1%,-2%
COc1ccccc1NC(=O)CS(=O)(=O)c1cn(CC(=O)N2CCOCC2)c2ccccc12,-5%,-8%,-1,4%,5%,1%,-2%,14%,-1%,-3%,-1%
N#CC1(NC(=O)CSc2nnc3n2CCCCC3)CCCCC1,0%,/,/,0%,15%,-1%,-2%,-8%,0%,-5%,-7%
NS(=O)(=O)c1ccc(CCNC(=O)Nc2ccc(Cl)cc2)cc1,5%,-2%,18,-1%,?,-26%,5%,-5%,18%,-2%,-1%
O=C(CCc1ccccn1)N1CCCC(CNS(=O)(=O)c2cccs2)C1 (configuration not stated),18%,-4%,12,3%,-2%,-2%,-9%,6%,2%,-11%,-6%
CCOC(=O)c1ccc(N2C(=O)C(O)=C(C(C)=O)C2c2ccc(O)c(OC)c2)cc1 (configuration not stated),25%,-3%,-1,-1%,4%,-3%,10%,6%,-2%,-2%,-3%
COC(=O)c1c(NC(=O)CN(c2ccccc2)S(C)(=O)=O)sc2c1CCCC2,-18%,?,-7,-14%,?,1%,-1%,-3%,4%,-1%,2%[46.1 µM]
NC(=O)C1CCCN(C(=O)c2cccc(S(=O)(=O)N(Cc3ccccc3)c3ccccc3)c2)C1 (configuration not stated),-4%,3%,-26,2%,0%,-2%,3%,-2%,6%,-2%,-9%
COc1ccccc1/C=C/C(=O)NCC(=O)N/N=C/c1ccc(C)o1,12%,-2%,19,0%,7%,-1%,-6%,-18%,2%,-1%,1%
O=C(Nc1ccc(N2CCOCC2)nc1)c1cccs1,14%,4%,0,7%,?,-2%,?,-5%,1%,-2%,8%
Cc1ccc(SCCc2ccc(C)nc2)cc1,25%,7%,-9,5%,?,-2%,10%,-4%,-8%,-1%,3%[46.1 µM]
COC(=O)c1c(NC(=O)CC2SCC(C(=O)OC)NC2=O)sc2c1CCCC2 (configuration not stated),-1%,2%,-9,-3%,2%,-2%,0%,20%[15.4 µM],6%,-3%,-1%
COc1ccccc1NS(=O)(=O)c1cc(NC(=O)c2cccs2)ccc1N1CCOCC1,44%,-7%,-9,-24%,7%,4%,-14%,8%,-32%,-6%,4%
Cc1ccc(NC(=O)COc2ccc(/C(N)=N/O)cc2)cc1C,-7%,-2%,1,11%,3%,0%,-1%,2%,1%,-1%,-2%
O=C(CCCC(=O)OCC(F)(F)C(F)F)Nc1ccccc1F,16%,-2%,-5,2%,7%,-5%,3%,-13%,-4%,2%,-5%
Cc1ccc(-c2cn3c(=O)cc(C)[nH]c3n2)cc1,64%,-1%,-1,3%,?,-1%,?,-9%,-4%,-1%,-3%
CC1CCCC(C)N1/N=C/c1ccc(Cl)cc1 (configuration not stated),-7%,-1%,7,1%,4%,-2%,?,23%,0%,0%,-8%
Cc1cnc(NC(=O)CSc2c(Cl)cccc2Cl)s1,4%,-2%,-15,-2%,5%,-8%,2%,-2%,-1%,-2%,3%
O=C(NCCCN1CCOCC1)C(c1ccccc1)c1ccccc1,-3%,0%,6,-2%,3%,-2%,9%,8%,-1%,-2%,-7%
CC(=O)c1ccc(-n2c(C)ccc2-c2ccccc2)cc1,0%,22%,-11,-4%,?,2%,?,-17%,0%,-7%,8%
CCn1cc(C(=O)N2CCOCC2)c(=O)c2cc(S(=O)(=O)N(C)C)ccc21,-5%,4%,7,4%,0%,-2%,18%,4%,3%,-3%,2%
O=c1[nH]c(Cc2ccc(Cl)cc2)nc2ccccc12,-11%,-5%,5,1%,3%,4%,?,4%,2%,-3%,-2%
C=CCNc1oc(COc2ccc(C)cc2)nc1C#N,16%,2%,8,8%,?,2%,-8%,3%,9%,-6%,-3%
CCOC(=O)C(O)(CC(=O)c1ccc(Cl)cc1)C(=O)OCC,0%,-9%,-8,0%,-6%,3%,?,4%,-3%,0%,-2%
O=C1N(c2ccc3c(c2)OCCO3)C(c2ccccc2)C1(F)F (configuration not stated),-40%,19%,-5,3%,3%,-3%,-3%,8%,-2%,-1%,3%
Clc1ccc(-c2noc(CSc3nnc(Cc4cccs4)n3-c3ccccc3)n2)cc1,-17%,9%,-14,-10%,-25%,-1%,21%,-12%,6%,0%,-2%
CCc1ncc(C)[nH]1,/,0%,-1,-2%,0%,-4%,4%,19%,-4%,0%,-7%
